Assay outcomes from PubChem.
ABHD5-PLIN5 inh: ABHD5-PLIN5 protein interaction inhibition; Split G. princeps luciferase complementation, luminescence, 4 h; inhibition, % at 4 µM; AID 602281; 0.78% of 360,000 active; Q00G26+Q8WTS1;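 active means inhibition above the mean inhibition across every tested compound plus 3 SD, cut at about 22% in these data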;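 further: 0% = DMSO only wells and the 100% control is not disclosed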
NCOA3 inh: inhibitors of human steroid receptor coactivator 3 (SRC3) | Q9Y6Q9 | HEK293 GAL4-SRC3 luciferase reporter, luminescence | inhibition, % at 3.6 µM | 0.17% of 360,000 active;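 active means inhibition above a per-campaign cutoff, the mean of all compounds plus 3 SD, cut at about 60% in these data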;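 further: 0% = DMSO-treated cells and 100% = gossypol-treated cells at 36 µM; higher means less SRC3-driven luciferase light from the GAL4 reporter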
TWEAK-Fn14 inh: blocks TWEAK-Fn14 interaction in a reporter cell assay; TWEAK-stimulated Fn14 reporter cells, luciferase luminescence, 8 h; AID 1159606; inhibition, % at 10 µM; 2% of 360,000 active; in the data active means inhibition above about 50%
NCOA1 inh: inhibitors of human steroid receptor coactivator 1 (SRC1); HEK293 GAL4-SRC1 luciferase reporter, luminescence; Q15788; AID 588354; inhibition, % at 3.6 µM; 0.12% of 360,000 active;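 active means inhibition above the campaign mean plus 3 SD, with each screening campaign given its own cutoff, cut at about 60% in these data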;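 further: 0% = DMSO treated cells and 100% = gossypol at 36 µM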
TLR9-MyD88 block: TLR9-MyD88 interaction inhibition; CHO BLA complementation TLR9-MyD88, CCF4 FRET ratio; inhibition, % at 4.98 µM; 0.21% of 340,000 active; AID 504734;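 active means inhibition above the mean over all tested compounds plus 3 SD, cut at about 21% in these data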;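 further: 0% = DMSO only wells and 100% = clavulanate BLA inhibitor control wells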
TROY signal inh: inhibitors of TROY-dependent NF-kB signaling; inhibition, % at 10 µM; AID 1347056; 0.98% of 360,000 active; Q293 LMP1-TROYcd NF-kB luciferase reporter, 4 h;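 active means compounds whose plate-normalised and pattern-corrected inhibition of the luciferase reporter signal at the single screening dose is 50% or more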
NOD2 RIPK2 PPI: NOD2-RIPK2 protein interaction inhibition | AID 624267 | 0.38% of 360,000 active | inhibition, % at 4.98 µM | CHO BLA complementation NOD2-RIPK2, CCF4 ratio | O43353; in the data active means inhibition above about 21%;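 further: 0% = vehicle only and 100% = reference blocker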
NCOA2 inhibitor: inhibits human steroid receptor coactivator 2. Q15596. HEK293 GAL4-SRC2 luciferase reporter, luminescence. inhibition, % at 9 µM. 0.17% of 370,000 active;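 active means inhibition above the mean inhibition of all tested compounds plus 3 SD, set per campaign, cut at about 52% in these data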;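 further: 0% = DMSO treated cells and 100% = cells given Gossypol at 36 µM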
NR5A2 inv ag: inverse agonists of human LRH-1 (NR5A2) | O00482 | 0.13% of 360,000 active | AID 602396 | HEK293T StAR-luciferase reporter, LRH-1 transfected, 24 h | inhibition, % at 3.6 µM;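 active means inhibition above the mean inhibition of all tested compounds plus 3 SD, cut at about 73% in these data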;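 further: 0% = DMSO wells and 100% = reporter-only cells lacking LRH-1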
COUP-TFII inh: blocks human COUP-TFII nuclear receptor | HEK293T NGFI-A luciferase reporter, luminescence | 0.7% of 370,000 active | P24468 | inhibition, % at 8.6 µM;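 active means inhibition above a per-plate cutoff, mean inhibition of test wells between control levels plus 3 SD, cut at about 38% in these data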;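 further: cells cotransfected with COUP-TFII expression vector driving the NGFI-A reporter; 0% = median of COUP-TF2 test wells and 100% = reporter-only cells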
Exocytosis inh: lytic granule exocytosis inhibition | AID 651702 | TALL-104 LAMP-1 surface exposure, flow cytometry; cells stimulated with thapsigargin and PMA | inhibition, % at 10 µM | 0.66% of 360,000 active;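 active means inhibition above about 55%, limit read from the data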
The depositor's hits bear a star; . = not tested or not shown. These rows are one share of the data (hit frequency here may not be typical).

SMILES	ABHD5-PLIN5 inh	NCOA3 inh	TWEAK-Fn14 inh	NCOA1 inh	TLR9-MyD88 block	TROY signal inh	NOD2 RIPK2 PPI	NCOA2 inhibitor	NR5A2 inv ag	COUP-TFII inh	Exocytosis inh
CC1CN(C(=O)CSc2cn(CC(=O)N3CCOCC3)c3ccccc23)CC(C)O1 (stereo not given)	-8	-19	0	18	-7	-11	-2	-18	9	3	-6
COCCN(C(=O)COC(=O)CCOc1cccc(C)c1)c1c(N)n(Cc2ccccc2)c(=O)[nH]c1=O	-5	9	8	-16	4	7	2	-20	8	7	13
Cc1c(NC(=O)c2cnn3c(C(F)(F)F)cc(-c4ccco4)nc23)c(=O)n(-c2ccccc2)n1C	-6	0	22	-21	2	2	0	-9	3	-17	0
Cc1ccc(NC(=O)C(C)N2C(=O)c3ccccc3S2(=O)=O)cc1Cl (stereo not given)	-8	-20	-21	-31	-7	-8	-8	16	-26	-9	29
CCCC(=O)C1=C(O)C(C(=O)OC)C(C)(C)CC1=Nc1ccc(C)cc1 (stereo not given)	0	-14	-4	3	7	1	4	28	0	5	0
Cc1cccc2sc(NC(=O)CN3C(=O)C4CC=CCC4C3=O)nc12 (stereo not given)	6	-28	5	2	2	-69	-15	27	-29	-4	2
C/C(=N\NC(=O)c1cccc(S(=O)(=O)N2CCCC2)c1)c1ccncc1	4	0	-9	-3	-2	5	-14	-4	-8	1	2
COc1cccc(OC)c1C(=O)NC(=O)Nc1c(C)cccc1C	2	8	-5	5	-11	13	-3	-26	-2	-2	-2
O=P1(O)C=C(c2ccccc2)OC(c2ccccc2)=C1	-2	-48	-19	-71	-7	-35	-11	-20	-49	-23	-3
COCCN1C(=O)CS/C1=C(/C#N)C(=O)NCc1ccco1	5	-3	10	16	0	-10	-2	-24	-4	7	0
CCOC(=O)c1cnc(-n2nc(C)cc2C)nc1Oc1ccccc1F	4	0	-23	1	.	-17	-8	11	-9	-4	5
O=C(NCCCN1CCOCC1)c1cc(-c2ccc(Br)cc2)nc2ccccc12	15	-30	-9	-26	-5	-19	-2	1	18	-18	-3
C=CCn1c(CCCOc2ccc(Cl)cc2Cl)n[nH]c1=S	0	10	0	-55	3	-3	-7	8	9	3	7
CCOC(=O)C1CCN(C(=O)C2CCCN(S(=O)(=O)c3ccc(OC)c(Cl)c3)C2)CC1 (stereo not given)	-3	2	19	5	4	-1	13	17	9	32	-5
COc1ccc(CCNC(=O)Cn2c(=O)cnc3ccccc32)cc1	-2	0	4	-1	-4	5	5	18	8	4	0
Cc1nc(Cl)c(C(=O)NCc2ccccc2)c(C)c1Cl	4	-13	-8	-15	-2	11	-2	17	3	-12	2
Cn1ccc2c(-c3ccc(C(F)(F)F)cc3)cc3c(c21)C1CCC3C1 (stereo not given)	-4	-5	13	5	.	-7	5	32	13	9	-1
Cn1c(=O)c2c(nc(SCC(=O)N3CCOCC3)n2C)n(C)c1=O	5	5	-14	12	-2	-6	-14	-8	-2	10	-15
CC(C)N(Cc1ccccc1)C(=S)Nc1ccc(OC(F)F)cc1	-10	9	-2	1	1	-8	4	10	-26	-1	-3
COC(=O)C1CCN(c2nc3ccccc3nc2C(C#N)C(=O)NCCc2ccccc2)CC1 (stereo not given)	2	1	32	-4	-12	-14	13	20	19	-1	-8
Cn1c(NC(=O)CCc2ccccc2)cc(=O)n(C)c1=O	1	-67	4	-87	2	-70	9	-25	-100	-31	-1
COc1c(O)ccc(C2NC(=O)NC(C)=C2C(=O)Nc2ccccc2C)c1[N+](=O)[O-] (stereo not given)	0	6	6	1	0	-11	3	-21	-5	-6	-5

Arranged by the number under NOD2 RIPK2 PPI (ascending): four from the list above.
structure | ABHD5-PLIN5 inh | NCOA3 inh | TWEAK-Fn14 inh | NCOA1 inh | TLR9-MyD88 block | NOD2 RIPK2 PPI | NCOA2 inhibitor | NR5A2 inv ag | COUP-TFII inh | Exocytosis inh
C=CCn1c(CCCOc2ccc(Cl)cc2Cl)n[nH]c1=S | 0 | 10 | 0 | -55 | 3 | -7 | 8 | 9 | 3 | 7
Cc1nc(Cl)c(C(=O)NCc2ccccc2)c(C)c1Cl | 4 | -13 | -8 | -15 | -2 | -2 | 17 | 3 | -12 | 2
Cn1ccc2c(-c3ccc(C(F)(F)F)cc3)cc3c(c21)C1CCC3C1 (stereo not given) | -4 | -5 | 13 | 5 | . | 5 | 32 | 13 | 9 | -1
CCOC(=O)C1CCN(C(=O)C2CCCN(S(=O)(=O)c3ccc(OC)c(Cl)c3)C2)CC1 (stereo not given) | -3 | 2 | 19 | 5 | 4 | 13 | 17 | 9 | 32 | -5

Rewritten with two lines to a compound: part of the list above.
Values in the order – ABHD5-PLIN5 inh, NCOA3 inh, TWEAK-Fn14 inh, NCOA1 inh, TLR9-MyD88 block, TROY signal inh, NOD2 RIPK2 PPI, NCOA2 inhibitor, NR5A2 inv ag, COUP-TFII inh, Exocytosis inh
COc1ccc(CCNC(=O)Cn2c(=O)cnc3ccccc32)cc1
→ -2, 0, 4, -1, -4, 5, 5, 18, 8, 4, 0
Cn1ccc2c(-c3ccc(C(F)(F)F)cc3)cc3c(c21)C1CCC3C1 (stereo not given)
→ -4, -5, 13, 5, ., -7, 5, 32, 13, 9, -1
Cn1c(NC(=O)CCc2ccccc2)cc(=O)n(C)c1=O
→ 1, -67, 4, -87, 2, -70, 9, -25, -100, -31, -1
O=C(NCCCN1CCOCC1)c1cc(-c2ccc(Br)cc2)nc2ccccc12
→ 15, -30, -9, -26, -5, -19, -2, 1, 18, -18, -3
